DRD3 agonist: agonists of human D3 dopamine receptor | max activation, % | D3R DiscoveRx beta-arrestin cells, luminescence, 90 min | AID 652048 | P35462 | 0.58% of 410,000 active; in the data active = max activation above about 30%; note: 0% is about no effect; mostly tested at two doses, the higher about 12 µM
Target sequence (P35462 whole entry, looked up): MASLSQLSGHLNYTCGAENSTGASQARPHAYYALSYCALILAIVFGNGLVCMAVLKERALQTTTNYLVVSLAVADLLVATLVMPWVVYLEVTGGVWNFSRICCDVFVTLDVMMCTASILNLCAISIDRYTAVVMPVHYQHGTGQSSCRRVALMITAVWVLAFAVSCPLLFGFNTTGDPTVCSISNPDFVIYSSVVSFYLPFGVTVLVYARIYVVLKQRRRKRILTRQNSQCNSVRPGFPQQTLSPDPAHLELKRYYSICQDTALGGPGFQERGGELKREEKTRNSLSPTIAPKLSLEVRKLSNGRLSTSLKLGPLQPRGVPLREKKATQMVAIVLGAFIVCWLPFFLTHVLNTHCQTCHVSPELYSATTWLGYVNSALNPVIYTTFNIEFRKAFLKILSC
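Agonist mode: compounds and dopamine controls were applied to plated cells for 90 min at 37 degrees C after an overnight attachment at 1500 cells/well. Luminescent read-out followed 30 - 60 minutes at room temperature with DiscoveRx detection reagent.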
GLP1R cytotox: cytotoxicity counter-screen for GLP-1 receptor inverse agonists. HEK293 cAMP-luciferase reporter cells, luminescence, 24 h. Potency, µM (doses to about 38.3 µM), for the others: top-dose activity change, negative = inhibition, usual class: inhibitors. 0.13% of 410,000 active. AID 624418;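 note: loss of luciferase light is scored as toxicity; potency is the fitted concentration of half-maximal effect; % is set by controls: 0 for no effect and ±100 for the full control effect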
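Quantitative HTS format, 1536 wells, 200 cells/uL seeded. Compounds: 23 nL, 24 h, 37 °C. Detection: luciferase reagent, luminescence at 12 min RT; decreased signal taken as cytotoxic.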
PLK1 PBD block: blocks phosphopeptide binding to human PLK1 polo-box domain; 2.8% of 360,000 active; Plk1 PBD binding of FITC phosphopeptide, fluorescence polarization; AID 720504; Potency, µM, inactives show max response, negative = inhibition, most hits filed as inhibitors; P53350; note: potency is the fitted concentration of half-maximal effect; series mostly up to about 57 µM; % is set by controls: 0 for no effect and ±100 for the full control effect; nearly all actives have a fitted effect of over 65% in size
GLP-1R agonist: GLP-1 receptor (human) agonism. 0.007% of 380,000 active. P43220. Potency, µM (highest dose often 45.6 µM), inactives show at the top dose activation, most hits filed as activators. HEK293 GLP-1R CRE-luciferase, luminescence, 4-6 h; cells express a hypersensitive GLP-1R form. AID 624172; note: potency is the fitted concentration of half-maximal effect; % of control where 0% means no effect
Target sequence (P43220 whole entry, looked up): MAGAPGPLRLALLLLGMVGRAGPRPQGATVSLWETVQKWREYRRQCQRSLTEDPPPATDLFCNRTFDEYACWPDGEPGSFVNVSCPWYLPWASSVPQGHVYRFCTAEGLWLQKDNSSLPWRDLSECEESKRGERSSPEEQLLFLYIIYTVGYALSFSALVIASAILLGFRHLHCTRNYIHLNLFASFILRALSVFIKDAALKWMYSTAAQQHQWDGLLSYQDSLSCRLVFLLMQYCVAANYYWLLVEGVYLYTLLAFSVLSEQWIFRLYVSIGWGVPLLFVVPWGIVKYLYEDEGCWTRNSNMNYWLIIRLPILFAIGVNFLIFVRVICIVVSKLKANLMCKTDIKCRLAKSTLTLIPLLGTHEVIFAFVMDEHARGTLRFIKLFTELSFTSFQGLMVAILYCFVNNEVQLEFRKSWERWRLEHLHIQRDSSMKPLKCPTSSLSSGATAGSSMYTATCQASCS
IL-2 act: IL-2 activation. activation, % (series mostly up to about 46 µM). IL-2 activation reporter assay, cell-based qHTS; stimulated with anti-CD3/CD4/CD28 beads; in transgenic mouse T cells. AID 652025. 0.065% of 360,000 active; in the data active = activation above about 50%; inconclusive = mostly about 30% to 49%; note: 0% is about no effect
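Unstimulated transgenic mouse T cells preincubated 60 min with compound, then stimulated with anti-CD3/anti-CD4-coated beads plus anti-CD28 for 18 h at 37 degrees C. IL-2 response read as EGFP and DsRed fluorescence by plate cytometry.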
DRD3 antagonist: blocks the human D3 dopamine receptor | 2.5% of 360,000 active | max response, negative = inhibition, % | D3R cells, DiscoveRx beta-arrestin luminescence, antagonist mode; hits give low values | P35462; in the data active = max response below about -50%; inconclusive = no clear call, values can overlap the other calls; note: % is set by controls: 0 for no effect and ±100 for the full control effect; mostly tested at two doses, the higher about 12 µM
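Cells expressing the human receptor were seeded at 1500 cells/well, incubated overnight at 37 degrees C in 5% CO2, then exposed to library compounds with dopamine controls for 90 minutes at 37 degrees C before luminescent detection.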
GLP1R inv ag: GLP-1 receptor (human) inverse agonism; HEK293 GLP-1R CRE-luciferase, luminescence, 24 h; GLP-1R form is constitutively active; Potency, µM (doses to about 38.3 µM), without a hit: top-dose activity change, negative = inhibition, actives largely listed as inhibitors; 1.6% of 410,000 active; P43220; note: potency is the fitted concentration of half-maximal effect; % is set by controls: 0 for no effect and ±100 for the full control effect; nearly all actives have a fitted effect of over 55% in size
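Stable HEK293 clone (constitutively active GLP-1R + cAMP-response luciferase); 200 cells/uL plated, 12 h pre-culture, compound 24 hr, 37 deg C/5% CO2; detection reagent 12 min RT; luminescence.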
WRN helicase inh: blocks human WRN helicase; WRN helicase unwinding, fluorescent forked duplex, kinetic; Potency, µM (titrated, usually from 114 µM), inactives show top-dose activity change, negative = inhibition, usual class: inhibitors; Q14191; AID 651768; 0.46% of 360,000 active; note: potency is the fitted concentration of half-maximal effect; % is set by controls: 0 for no effect and ±100 for the full control effect; nearly all actives have a fitted effect of over 55% in size
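WRN at 20 nM final was preincubated with compound for 15 min at room temperature; reaction started with 100 nM forked duplex oligonucleotide carrying fluorophore and quencher plus 2 mM ATP (final). Unwinding followed kinetically by red fluorescence (ex 525/em 598 nm).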
PI5P4K alpha inh: inhibitors of human PI5P4K alpha. PI5P4Kalpha enzyme, ADP-Glo luminescence, 60 min; hits give low values. max response, %. 1.2% of 330,000 active. AID 652105; active = max response of -50% or lower; inconclusive = between -30% and -50%; inactive = -30% or higher; note: value at the top dose of about 77 µM; % is set by controls: 0 for no effect and ±100 for the full control effect
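Reactions run in 0.038 M HEPES pH 7.4, 0.28 mM EGTA, 0.1% CHAPS and 5% DMSO, with PI5P4Kalpha, substrate, compound and 5 microM ATP final, one hour at room temperature. Readout is ADP-Glo luminescence.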
* hit, by the source's call; ? = inconclusive; . = not tested or not shown; & = joins results of further samples; [ ] = dose if it differs, or a comment. Unless noted, calls come from the whole dose curve; as a rule, active = well fitted curve in the direction sought with a large enough effect; inconclusive = small, poorly fitted or top-dose-only effect, or another doubt; inactive = no such curve, though single readings can be large; an effect the other way counts as inactive or inconclusive.

SMILES	DRD3 agonist	GLP1R cytotox	PLK1 PBD block	GLP-1R agonist	IL-2 act	DRD3 antagonist	GLP1R inv ag	WRN helicase inh	PI5P4K alpha inh
Cc1ccc(N=Cc2c(O)n(-c3nccs3)c(=O)c3ccccc23)cc1	-5	4%	5%	1%	12	24	18%	-5%	2
CC1(C)NC(C)(C)c2nonc2/C1=N\O	2	3%	-6%	-4%	-2.1	7	1%	16%	-1
Cc1nc(Nc2ccccc2)sc1C	0	6%	-7%	3%	-0.4	4	-9%	-3%	-2
O=C(CSc1nnc(-c2ccncc2)s1)Nc1ccccc1	21	-14%	-2%	8%	0.7	0	9%	-5%	8
Cc1ccc(C)c(N2CCN(C(=O)Cn3c(=O)[nH]c4ccsc4c3=O)CC2)c1	1	-4%	-8%	-4%	-2.1	11	-8%	2%	.
NNC(=O)c1cc(Br)cs1	-3	-14%	4%	0%	-1.4	-1	-27%	0%	3
N/C(=N\OC(=O)c1cc(-c2ccccc2)nc2ccccc12)c1ccncc1	9	5%	-6%	-3%	-0.2	-12	0%	-3%	.
Cc1cccc(NC(=O)CSCC(=O)Nc2cc(S(=O)(=O)N3CCOCC3)ccc2OC(C)C)c1	1	9%	-2%	18%	-2.1	6	8%	-10%	2
CSc1ccc(/C=N/n2c(Cc3ccc(Br)cc3)n[nH]c2=S)cc1	-8	-7%	?	13%	-2.5	?	?	-1%	3
CCC(C)C(NC(=O)OC(C)(C)C)C(=O)NCc1ccco1 (stereo unspecified)	6	27%	-19%	0%	3.9	16	-6%	-3%	-2
O=S(=O)(c1cccc(C(F)(F)F)c1)N1CCN(c2nnnn2-c2ccccc2)CC1	-1	7%	3%&-4%	-2%	2.5	-21	0%	-7%	.
O=C(O)CC(c1ccc(C(F)(F)F)cc1)N1Cc2ccccc2C1=O (stereo unspecified)	-12	2%	-28%	-6%	1.1	-7	0%	0%	8
COc1ccc(CC(=O)OCC(=O)Nc2ccc(Cl)cc2C)cc1	-1	-4%	-4%	1%	2.2	-10	-4%	-5%	3
CC(C)[C@H](N)C(=O)NC[C@H]1CC[C@H](C(=O)N[C@@H](Cc2ccccc2)C(=O)O)CC1	-5	10%	-9%	1%	-5.5	12	8%	-7%	3
Cc1nn(Cc2ccccc2)c(Cl)c1C(=O)OC1CCOC1=O (stereo unspecified)	2	3%	21µM*	4%	1.5	10	2%	2%	2
CCN(CC)c1ccc(C(=C2C=CC(=[N+](CC)CC)C=C2)c2ccccc2)cc1	-16&-30	5µM*	3.8µM*	-5%&-15%	-0.4	-105*	?	45µM*	-30
CCCN1Cc2cccc(C(=O)NCc3cccs3)c2C1=O	1	-5%	-15%	10%	-0.6	-11	39%[activator]	14%	-2
CCC(=O)c1cn(CC(=O)NCC2CCCO2)c2ccccc12 (stereo unspecified)	4	7%	6%	5%	2.4	4	1%	-4%	2
O=c1oc2cc(Br)ccc2n1Cc1ccccc1	-1	4%	-9%	14%	-0.5	0	?	-36%	8
CC(=O)OCC1OC(n2c3c(cc(C#N)c2=S)CCCC3)C(OC(C)=O)C(OC(C)=O)C1OC(C)=O (stereo unspecified)	4	-8%	-10%	-1%	-3.3	21	8%	0%	16

Ordered by length of the SMILES (falling): some entries from above.
SMILES	DRD3 agonist	GLP1R cytotox	PLK1 PBD block	GLP-1R agonist	IL-2 act	DRD3 antagonist	GLP1R inv ag	WRN helicase inh	PI5P4K alpha inh
CCN(CC)c1ccc(C(=C2C=CC(=[N+](CC)CC)C=C2)c2ccccc2)cc1	-16&-30	5µM*	3.8µM*	-5%&-15%	-0.4	-105*	?	45µM*	-30
CCC(=O)c1cn(CC(=O)NCC2CCCO2)c2ccccc12 (stereo unspecified)	4	7%	6%	5%	2.4	4	1%	-4%	2
CCCN1Cc2cccc(C(=O)NCc3cccs3)c2C1=O	1	-5%	-15%	10%	-0.6	-11	39%[activator]	14%	-2

Remaining list, next part.
SMILES	DRD3 agonist	GLP1R cytotox	PLK1 PBD block	GLP-1R agonist	IL-2 act	DRD3 antagonist	GLP1R inv ag	WRN helicase inh	PI5P4K alpha inh
CCOc1cc2c3c(c1)C1(C(=O)N3C(C)(C)CC2C)C(C#N)=C(N)N2C(=C1C#N)Nc1ccccc12 (stereo unspecified)	-3	-13%	-12%	-3%	1.4	?	?	-17%	-3
CC(C)(C)n1nnnc1C(c1cc2ccccc2o1)N1CCCCC1 (stereo unspecified)	2	-12%	-1%	7%	-0.7	3	-11%	-4%	-2
CN(Cc1ccccc1)C(=O)c1[nH]cnc1C(=O)Nc1ccc(Cl)cc1	2	9%	-10%	5%	-2.8	-5	5%	-2%	10
COc1ccccc1OCC(O)CNCc1ccc2c(c1)OCO2 (stereo unspecified)	9	4%	1%	-1%	-3.6	-14	-27%	0%	4
CCOc1cc(N2CCOCC2)c(OCC)cc1NC(=O)CSc1nccc(C)n1	10	-5%	-10%	28%	-3.8	7	15%	-1%	-2
CCOC(=O)N1CCC(NC(=O)c2cnn3cccnc23)CC1	-7	8%	-7%	12%	-0.2	-20	6%	-5%	-1
O=C(CCn1c(=O)sc2ccccc21)NCc1cccs1	-16	-19%	-2%	2%	2.8	-6	-4%	-2%	.
CC(C)CN1C(=O)/C(=C/c2ccco2)NC1=S	0	?	?	0%	0.1	10	-17%	-15%	-21
CC(=O)c1c(C(C)=O)c(C)n(-c2ccc(N)cc2)c1C	7	-5%	3%	-17%	-0.6	4	10%	-5%	-13
COc1ccc(-c2cc3nc(C)c(CCC(=O)Nc4ccc(F)cc4F)c(C)n3n2)c(OC)c1	10	-2%	.	-3%	.	.	-3%	.	.
Cc1cccc(NC(=O)CCNS(=O)(=O)c2cccc3nonc23)c1	-6&8	1%&1%	-22%	3%&1%	0.2	-19	-15%&14%	4%	-1
Cc1cc(NC(=O)c2cc(C(C)(C)C)oc2C)no1	4	3%	-8%	9%	-0.8	2	?	-11%	8
Cc1ccc(NC(=O)c2nc3nccc(C)n3n2)cc1S(=O)(=O)N1CCCCC1	-2	-1%	-18%	-6%	-0.4	-3	31%[activator]	8%	-3
COc1ccc(OC)c(C(C)NC(=O)Nc2cccc(C(C)=O)c2)c1 (stereo unspecified)	2	-36%	-6%	-13%	-1.4	13	9%	7%	-2
O=C(NCCc1ccc(Cl)cc1)c1ccc2nccnc2c1	1	-3%	-3%	-6%	6.7	10	?	-2%	-1
O=C(/C=C/c1ccccc1Cl)N(Cc1ccccc1)C1CCS(=O)(=O)C1 (stereo unspecified)	-4	7%	-7%	11%	-0.3	2	-20%	-22%	12
O=S(=O)(Nc1cccc(CCc2ccccn2)c1)c1cc(Cl)ccc1Cl	-4	11%	-3%	25%	-2.8	19	?	-6%	0
CC1(C)c2ccccc2-c2nc3ccccc3cc2C1O (stereo unspecified)	4	3%	2%	25%	-0.5	7	?	10%	-1
CC(=O)OC1CCC2(C)C(CCC3C2CC(=O)C2(C)C3CC(C3CCCC3=O)C2C(C)=O)C1 (stereo unspecified)	-5	-8%	-2%	1%	0.5	-10	2%	2%	0
Cc1cccc(NC(=O)COC(=O)CCc2c[nH]c3ccccc23)c1C	-3	-1%	-7%	9%	0.7	-6	-9%	-1%	5
COC(=O)C1=C(C)N(c2ccc(OC)cc2)C(=O)/C1=C\c1cccs1	1	-11%	2%	14%	-2.0	9	10%	-3%	1
COc1ccc(Oc2c(-c3ccc(O)cc3O)n[nH]c2C)cc1	-1	-21%	-1%	5%	-3.2	-8	?	-2%	-4
CNC(=S)N(Cc1ccccc1)Cc1cccnc1	-9	13%	-11%	4%	-1.2	12	-13%	3%	-8
CCc1nc2ccc(C(=O)NCCCN3CCCC3=O)cn2c1N(C)Cc1ccc(OC)cc1	0	2%	3%	4%	0.0	20	8%	8%[57.1 µM]	5
COc1cccc(/C=N/n2c(N)nc3ccccc32)c1OC	30*	5%	-5%	17%	-2.2	38	85%[activator]	-15%	.
CCOC(=O)c1ccccc1NC1c2ccccc2C(=O)N1c1ccc(C)cn1 (stereo unspecified)	1	0%	1%	-3%	-2.0	3	0%	2%	3
N#Cc1ccccc1NC(=O)c1ccc2c(c1)OCO2	-4	-11%	9%	8%	0.4	3	33%[activator]	2%[57.1 µM]	-1
O=C(/C=C/c1ccco1)N1CCc2ccccc21	-14	-4%	-7%	0%	-2.3	3	?	-2%	?
CCN1C(=NCc2ccc(OC)cc2)N[C@@H](c2ccccc2)C(C(=O)OC)=C1C	41*	-32%	3%	7%	-0.2	22	-7%	6%	3
O=C(O)c1cc(-c2ccccc2)nn1Cc1ccccc1	4	-18%	.	1%	.	.	9%	.	.
O=C(CNS(=O)(=O)c1ccc(Br)s1)NCC1COc2ccccc2O1 (stereo unspecified)	-5	-14%	-2%	-11%	-3.9	-10	0%	5%	.
Cc1ccc(/C=N/NC(=O)C2=NNC(c3ccccc3)(c3ccccc3)C2)c(O)c1	-25	45%[activator]	-4%	-38%[inhibitor]	0.9	15	?	-9%	-4
O=C(NCc1ccc2c(c1)OCO2)Nc1ccc2nsnc2c1	4	1%	-9%	19%	-2.2	-13	?	-7%	0
COc1cccc(CN(C)C(=O)CC[C@H]2O[C@@H](n3ccc(=O)[nH]c3=O)[C@H](O)[C@@H]2O)c1	4	5%	3%	8%	1.0	4	23%	1%	-3
Cc1cc(C)n(-c2ccc(C(=O)OCC(=O)N(CC(C)C)C3CCS(=O)(=O)C3)cc2)n1 (stereo unspecified)	1	-29%	-2%	-1%	1.9	4	24%	4%	-4
Cc1cccc(NC(=O)Cc2ccc(NC3=NC4CS(=O)(=O)CC4S3)cc2)c1 (stereo unspecified)	1	-7%	3%	-1%	-2.0	10	-8%	3%	-7
COc1cc(OC)nc(/N=C/NO)n1	1	-6%	-2%	-32%	0.8	6	-7%	-3%	-1
Cc1cccc2c1-c1sc(C(=O)Nc3cccnc3)cc1CO2	4	1%	0%	1%	-3.1	7	4%	-8%	1
CCCc1nc(N)sc1C(=O)OCC	0	1%	?	12%	-0.2	0	22%	-7%	0
Cn1cc(SCC(=O)NCCc2ccccc2)c2ccccc21	3	5%	-1%	10%	1.9	2	?	-6%	9

Source: PubChem BioAssay
